# aSyn yeast inh = inhibitors of alpha-synuclein toxicity in yeast. hit rate 0.14% among 370,000. Potency, µM (titrated, usually from 46.1 µM), inactives show at the highest dose growth rescue (activation), hits mostly activators. Yeast expressing alpha-synuclein, growth rescue, BacTiter-Glo, 24 h. AID 652106; further: potency means the concentration at half of the fitted maximal effect; % of control where 0% means no effect; nearly all actives have a fitted effect of over 65% in size
#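 Rescue of yeast growth: cells expressing toxic alpha-synuclein, induced in galactose at OD600 0.02, incubated with compound 24 h at 30 C. ATP luminescence quantified growth; inhibitors of toxicity appear as activators.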
# Abeta yeast res = restores growth of yeast expressing A-beta42 peptide. yeast expressing A-beta42, growth rescue, OD600, 48 h; response scale: 0% DMSO, 100% iron-clioquinol control. hit rate 0.063% among 410,000. Potency, µM (top dose mostly 46.1 µM), inactives show at the top dose growth rescue, usual class: activators; further: potency means the concentration at half of the fitted maximal effect; nearly all actives have a fitted effect of over 55% in size
#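 Yeast A-beta toxicity model in growth medium with pinned compounds, 48 h at 30 C; growth read as absorbance at 600 nm. Normalized to FeCl3/clioquinol equimolar mix (positive) and DMSO (negative).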
# EPAC1 antag = EPAC1 (human) antagonism | O95398 | EPAC1 GEF assay, Rap1b-BODIPY-GDP exchange fluorescence | Potency, µM (doses to about 115 µM), for the others: at the highest dose activity change, negative = inhibition, usual class: inhibitors | hit rate 0.14% among 360,000 | AID 720709;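 further: potency means the concentration at half of the fitted maximal effect; plate controls were vehicle for no effect and positive control for full effect; nearly all actives have a fitted effect of over 50% in size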
# WRN helicase inh = inhibitors of human WRN helicase; Q14191; WRN helicase unwinding, fluorescent forked duplex, kinetic; Potency, µM (titrated, usually from 114 µM), for the others: at the highest dose activity change, negative = inhibition, most hits filed as inhibitors; hit rate 0.46% among 360,000; further: potency means the concentration at half of the fitted maximal effect; on the % scale 0 is the no-effect control and ±100 the full control effect; nearly all actives have a fitted effect of over 55% in size
# Target sequence (Q14191 whole entry, looked up): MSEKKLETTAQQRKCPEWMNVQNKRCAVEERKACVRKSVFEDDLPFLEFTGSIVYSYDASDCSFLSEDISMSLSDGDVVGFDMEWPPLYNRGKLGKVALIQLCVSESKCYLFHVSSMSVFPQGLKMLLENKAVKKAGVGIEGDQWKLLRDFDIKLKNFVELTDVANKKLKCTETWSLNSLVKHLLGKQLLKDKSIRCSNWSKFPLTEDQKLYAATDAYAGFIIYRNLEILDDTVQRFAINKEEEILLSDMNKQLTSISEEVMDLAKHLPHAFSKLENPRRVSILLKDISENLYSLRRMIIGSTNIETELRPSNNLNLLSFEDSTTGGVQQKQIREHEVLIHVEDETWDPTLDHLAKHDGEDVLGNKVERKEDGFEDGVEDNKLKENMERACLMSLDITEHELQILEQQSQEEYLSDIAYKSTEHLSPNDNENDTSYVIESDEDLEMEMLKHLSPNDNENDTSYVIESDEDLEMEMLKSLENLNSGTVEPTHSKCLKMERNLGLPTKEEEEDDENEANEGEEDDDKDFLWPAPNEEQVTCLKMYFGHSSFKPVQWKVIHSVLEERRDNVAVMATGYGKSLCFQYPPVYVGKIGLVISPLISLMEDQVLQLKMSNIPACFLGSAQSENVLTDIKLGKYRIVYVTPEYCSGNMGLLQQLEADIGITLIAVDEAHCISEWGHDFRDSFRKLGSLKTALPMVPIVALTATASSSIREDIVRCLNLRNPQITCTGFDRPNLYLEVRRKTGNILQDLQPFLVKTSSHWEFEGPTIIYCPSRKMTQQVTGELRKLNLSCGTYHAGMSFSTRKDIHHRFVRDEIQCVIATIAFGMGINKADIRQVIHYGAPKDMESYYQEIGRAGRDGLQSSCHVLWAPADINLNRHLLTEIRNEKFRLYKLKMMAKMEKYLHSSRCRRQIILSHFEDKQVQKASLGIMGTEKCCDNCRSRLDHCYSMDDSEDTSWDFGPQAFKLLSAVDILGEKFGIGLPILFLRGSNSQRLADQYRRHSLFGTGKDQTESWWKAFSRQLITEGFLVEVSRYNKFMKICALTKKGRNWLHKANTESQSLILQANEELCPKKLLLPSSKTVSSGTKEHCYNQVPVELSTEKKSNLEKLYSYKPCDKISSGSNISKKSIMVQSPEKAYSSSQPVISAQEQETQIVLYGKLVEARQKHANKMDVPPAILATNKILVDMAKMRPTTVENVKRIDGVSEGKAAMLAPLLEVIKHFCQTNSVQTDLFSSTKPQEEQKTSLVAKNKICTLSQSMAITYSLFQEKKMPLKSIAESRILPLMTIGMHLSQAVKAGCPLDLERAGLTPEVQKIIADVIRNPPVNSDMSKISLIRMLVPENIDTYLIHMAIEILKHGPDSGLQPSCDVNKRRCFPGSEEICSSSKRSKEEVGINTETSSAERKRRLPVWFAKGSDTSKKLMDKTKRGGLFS
#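 Kinetic red-fluorescence monitoring (525/598 nm) tracks WRN helicase activity after 100 nM fluorophore-quencher forked duplex and 2 mM ATP are added to 20 nM enzyme pretreated 15 min at room temperature with compound.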
# IL-2 act = IL-2 activation. IL-2 activation reporter assay, cell-based qHTS; stimulated with anti-CD3/CD4/CD28 beads; in transgenic mouse T cells. hit rate 0.065% among 360,000. AID 652025. activation, % (series mostly up to about 46 µM); in the data active means activation above about 50%; inconclusive means mostly about 30% to 49%; further: 0% is about no effect
#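 First, unstimulated transgenic mouse T cells were exposed to compound for 60 min. Next, anti-CD3/anti-CD4-coated beads with anti-CD28 were added. Finally, after 18 h at 37 degrees C, EGFP and DsRed were imaged.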
# EPAC1 ag = activates human EPAC1 exchange factor | Potency, µM (highest dose often 154 µM), inactives show at the highest dose activation, actives largely listed as activators | hit rate 0.073% among 360,000 | AID 720707 | EPAC1 agonist qHTS, biochemical assay; response scale: 100% = response to 6.5 mM cAMP; further: potency means the concentration at half of the fitted maximal effect; nearly all actives have a fitted effect of over 60% in size
#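 Nucleotide exchange by EPAC1 (100 nM) on Rap1B–BODIPY-GDP (250 nM) in the presence of 50 uM GDP is tracked fluorescently at 480/540 nm over 30 min. Signals are normalized to a 6.5 mM cAMP control.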
# PLK1 PBD block = blocks phosphopeptide binding to human PLK1 polo-box domain | P53350 | hit rate 2.8% among 360,000 | Potency, µM, inactives show max response, negative = inhibition, most hits filed as inhibitors | Plk1 PBD binding of FITC phosphopeptide, fluorescence polarization; further: potency means the concentration at half of the fitted maximal effect; series mostly up to about 57 µM; on the % scale 0 is the no-effect control and ±100 the full control effect; nearly all actives have a fitted effect of over 65% in size
# PI5P4K alpha inh = inhibitors of human PI5P4K alpha; AID 652105; max response, %; hit rate 1.2% among 330,000; PI5P4Kalpha enzyme, ADP-Glo luminescence, 60 min; active compounds read low; active means max response of -50% or lower; inconclusive means between -30% and -50%; inactive means -30% or higher; further: value at the top dose of about 77 µM; on the % scale 0 is the no-effect control and ±100 the full control effect
#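 ADP-Glo luminescence end-point after a 60 min room-temperature kinase reaction. PI5P4Kalpha and substrate in HEPES pH 7.4 buffer with EGTA, 0.1% CHAPS and 5% DMSO; ATP at 5 microM final.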
# FUS suppressor = suppressors of FUS proteinopathy in yeast. S. cerevisiae FUS-expressing, growth rescue, OD600, 24 h. Potency, µM (series often up to 76.6 µM), for the others: at the highest dose growth rescue (activation), most hits filed as activators. hit rate 0.24% among 390,000;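 further: potency means the concentration at half of the fitted maximal effect; plate controls were DMSO vehicle for no effect and reference control for full effect; nearly all actives have a fitted effect of over 55% in size; some results filed as inactive show a strong effect at the top dose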
#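 Read-out: OD at 600 nm after 24hr at 30C, reporting rescue of FUS-induced yeast toxicity. Cells at OD 0.005 in galactose (2%) minimal medium; compounds tested in a dilution series; CP55940 titration from 92uM final as control.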
# * = called active by the depositor; ? = inconclusive; / = no result given; & = joins results of further samples; [ ] = dose if it differs, or a comment. Unless noted, the call rests on the fitted dose curve; in most records, active means well fitted curve in the direction sought with a large enough effect; inconclusive means small, poorly fitted or top-dose-only effect, or another doubt; inactive means no such curve, though single readings can be large; an effect the other way counts as inactive or inconclusive.
SMILES,aSyn yeast inh,Abeta yeast res,EPAC1 antag,WRN helicase inh,IL-2 act,EPAC1 ag,PLK1 PBD block,PI5P4K alpha inh,FUS suppressor
Cc1ccc(S(=O)(=O)NC(CN2CCOCC2)=NCCNS(=O)(=O)c2ccccc2)cc1,7%,13%,-1%,5%,-1.1,-5%,-1%,-1,5%
O=C(CCNS(=O)(=O)c1ccccc1Cl)OCc1nnc(-c2ccccc2Cl)o1,5%,7%,-10%,-3%,0.8,17%,-3%,4,12%
C=CCN1C(=O)C2C(C(=O)NC)C3(C)C=CC2(O3)C1C(=O)NCc1ccc(OC)cc1 (stereo not drawn),2%,0%,17%,-3%,-3.8,0%,0%,7,22%
NS(=O)(=O)c1cc2c(cc1Cl)NC(CC1CCCC1)NS2(=O)=O (stereo not drawn),2%,-3%,-23%,/,0.8,13%,20%,-3,-24%
CC(C)CN(C(=O)c1cccc(F)c1)c1c(N)n(CC(C)C)c(=O)[nH]c1=O,-1%,-3%,-1%,2%,-2.8,-11%,1%,2,2%
CCCN(CC(=O)Nc1cc(Cl)ccc1Cl)C(=O)/C=C/c1ccco1,-1%,3%,-2%,-8%,-1.5,12%,-5%,6,7%
COc1ccc(OC(=O)c2cc3ccccc3o2)cc1,-11%,-1%,-2%,-4%,-2.2,6%,-7%,6,19%
Cc1ccccc1N=C1c2ccccc2C(=O)C1[N+](=O)[O-] (stereo not drawn),2%,1%,-20%,3%,-1.6,2%,-7%,-15,-21%
CN(CCOc1ccccc1)Cc1nc2cc(Cl)ccc2c(=O)[nH]1,5%,8%,-11%,-10%,2.1,3%,-4%,-4,13%
CN1CCN(C(=O)NCC23CC4CC(CC(C4)C2)C3)CC1,7%,1%,-4%,-2%,1.5,6%,-2%,1,-13%
O=C(Nc1ccccc1)c1snc2c(=O)[nH]cnc12,1%,-5%,5%,-18%,0.1,0%,-19%,-1,-10%
CCCCOC(=O)c1ccc(NC(=O)C(=O)NCCN(C)C)cc1,2%,-5%,1%,7%,0.1,-7%,3%,2,9%
CCOc1ccc(OCCC(=O)N(CC)CC(=O)NCc2ccc(Cl)cc2)cc1,8%,9%,-8%,3%,-2.4,0%,0%,-4,25%
COc1ccc(N2CCN(C(=O)CNS(=O)(=O)c3ccc(Br)s3)CC2)cc1,6%,-11%&-14%,8%,-3%,-0.4,2%,2%,4,27%&22%
Cc1cc(C)cc(-n2c(C)cc(/C=N/NC(=O)c3ccncc3)c2C)c1,3%,0%,-15%,-1%[57.1 µM],-2.5,-2%,0%,0,26%
O=C1CSC(=Nc2ccccc2[N+](=O)[O-])N1,5%,-16%,6%,6%,-1.3,-7%,-25%,-9,0%
CN(C(=O)c1ccccc1)c1ccc(OCC(=O)NC2CCS(=O)(=O)C2)cc1 (stereo not drawn),-6%,10%,-9%,-12%,0.3,8%,-2%,/,-12%
CS(=O)(=O)c1ccc(C(=O)Nc2cccc(-c3nc4ccccc4[nH]3)c2)cc1,-1%,/,-14%,7%,3.6,-3%,-21%,2,-4%
COc1ccc(NC(=O)Nc2cccc3c2O[C@@H](CN(C)S(=O)(=O)c2cn(C)cn2)[C@@H](C)CN([C@H](C)CO)C3=O)cc1,-3%,-18%,2%,8%,1.0,-4%,-6%,5,8%
COc1ccc(CC(=O)N/N=C(\C)CC(=O)Nc2ccc3c(c2)OCCO3)cc1,7%,-24%,-2%,5%,-2.7,-1%,-25%,1,-5%
Cc1ccc(S(=O)(=O)CC(=O)NC(C)c2ccccc2)cc1 (stereo not drawn),4%,7%,-12%,-1%,-0.5,21%,-1%,-1,-4%
CCCOCC(O)CCc1n[nH]c(=S)n1-c1ccccc1 (stereo not drawn),-1%,-12%,-18%,-28%,-0.8,5%,-11%,5,10%
Cc1ccc(N2CC(c3nc4ccccc4[nH]3)CC2=O)c(C)c1 (stereo not drawn),2%,0%,?,9%,-1.4,-13%,-3%,-6,1%
Cc1cc2cc(CN3C(=O)c4ccccc4C3=O)ccc2n1C,-6%,6%,4%,?,0.1,6%,-5%,-12,20%
Cc1ccc2[nH]c(=O)c(CN(CCN3CCOCC3)C(=O)Nc3ccccc3F)cc2c1,-9%,0%,-8%,6%,-3.5,2%,-8%,-5,/
CN(C)CCNC(=O)COc1cccc(Cl)c1,5%,-8%,1%,-1%,1.0,4%,-14%,-10,-25%
CC(=O)N1CCN(c2ccc(N=Cc3c(O)n(Cc4ccccc4)c(=O)[nH]c3=O)cc2)CC1,9%,-23%,-17%,-23%,1.6,4%,4%,1,8%
O=C(OCc1ccccc1)N1CCC2CC1c1ccc(N3CCNCC3)cc12 (stereo not drawn),0%,10%,-24%,-4%,-4.4,9%,-7%,-1,20%
CN(C)CCCNC(=O)c1ccc(-c2ccccc2)cc1,1%,-6%,-18%,-27%[57.1 µM],-1.0,-1%,-10%,-2,-28%
COC(=O)c1cc(NC(=O)C2(S(=O)(=O)c3ccc(Cl)cc3)CC2)cc(C(=O)OC)c1,7%,-8%,4%,5%,-2.0,-15%,-8%,-1,/
Cc1cc(C(=O)O)c(C)n1-c1ccccc1,12%,24%,-8%,-2%,0.9,14%,-2%,-1,16%
CCc1ccc(C(=O)CSc2nc(N)cc(=O)[nH]2)cc1,1%,-1%,-1%,1%,0.4,2%,-1%,0,21%
COc1ccc(F)cc1-c1cc(C(=O)NCc2cccc(Cl)c2)[nH]n1,24%,-27%,-2%,-1%,1.7,4%,2%,2,24%
Cc1cc(C(=O)NNC(=O)c2ccccc2[N+](=O)[O-])c(C)o1,0%,4%,-6%,-7%,-0.1,15%,-8%,-3,/
COc1ccc(NC(=O)CSc2nnc(CNc3ccc(F)cc3)o2)c(OC)c1,-1%,16%,-1%,-6%,-0.6,-6%,-5%,-4,-7%
N#C/C(=C/c1cccn1-c1cccc(C(=O)O)c1)c1ccc(F)cc1,9%,-9%,-11%,-2%[11.6 µM],-0.5,-7%,-29%,1,-9%
CCOC(=O)c1[nH]c(CSc2nnnn2-c2ccccc2C)c(C(=O)OCC)c1C,12%,-6%,-9%,0%,-0.5,-3%,9%,4,29%
CCCNC(=O)N1CCC(c2nc3ccccc3s2)CC1,3%,7%,-13%,-2%,-0.7,2%,-7%,-6,-23%
COc1ccc(-c2nnc3ccc(SCC(=O)Nc4nccs4)nn23)cc1OC,-6%,5%,-12%,-2%,-1.4,1%,-7%,-16,-9%
CCOC(=O)N1CCN(S(=O)(=O)c2cc(Br)cc3c2N(C(=O)C2CC2)CC3)CC1,-10%,-5%,3%,0%,0.2,-2%,-2%,-3,1%
O=c1c2sc(-c3ccccc3)cc2nc2n1CCC2,?,-50%[inhibitor],-9%,-19%,-0.6,10%,-7%,1,5%
CC(C)CCN1CCNC(=O)C1CC(=O)N(C)CCCN1CCOCC1 (stereo not drawn),0%,-3%,-7%,-19%,5.0,9%,-7%,6,/
COCCCNC(=O)C[C@H]1C[C@H](C(=O)N2CCOCC2)[C@@]2(CCC3CCCC3)c3[nH]c4cc(-c5ccco5)ccc4c3CCN2C1=O,8%,10%,-14%,-1%,1.1,1%,-7%,-6,?
CC(Sc1nc(N2CCOCC2)c2c(c1C#N)CC(C)(C)OC2)C(=O)Nc1ccccc1 (stereo not drawn),4%,4%,2%,5%,-2.6,-8%,-22%,/,21%
O=C(NCCc1nc2ccccc2[nH]1)/C(=C/c1ccc2c(c1)OCO2)NC(=O)c1ccc(Cl)cc1Cl,-3%,-15%,-15%,-9%[57.1 µM],-3.3,-21%,0%,-3,28%
Cn1c2c(c(=O)n(C)c1=O)C(c1ccccc1Cl)C(C#N)=C(N)O2 (stereo not drawn),5%,19%,6%,-3%,-0.3,2%,?,-4,-19%
CCCCn1c(N)c(N(CCOC)C(=O)c2cc(-c3ccc(OC)c(OC)c3)nc3ccccc23)c(=O)[nH]c1=O,0%,-1%,-4%,-4%,1.7,3%,-4%,-1,10%
CC(C)(O)CCCC(C)(O)c1ccc(C(=O)O)cc1O (stereo not drawn),7%,-7%,-4%,-7%[11.6 µM],0.0,-6%,-22%,4,-3%
CC(C)c1nc(NCC2CCCO2)c(C#N)c2c1COC(C)(C)C2 (stereo not drawn),3%,-24%,-10%,-14%,2.4,-10%,-3%,3,21%
Cc1ccc(/C(O)=C2\C(=O)C(=O)N(c3cc(C)on3)C2c2cccc(Br)c2)cc1 (stereo not drawn),3%,-14%,-12%,-2%,0.0,0%,-13%,1,-10%
N#Cc1c(-c2ccccc2)cc(-c2cccs2)nc1SCC(=O)O,-7%,-12%,-10%,-17%,-0.4,2%,27µM*,-2,12%
CCOc1ccccc1C(=S)NC1CCCCC1,-1%,13%,-5%,-17%,-0.5,6%,?,9,2%
CC1CCN(S(=O)(=O)c2cc(F)ccc2CN2C(=O)c3cccnc3C2=O)CC1,1%,-2%,7%,-1%,0.6,4%,2%,5,-16%
Cc1c(NC(=O)Cc2noc3ccccc23)cccc1[N+](=O)[O-],-1%,8%,-5%,-6%[57.1 µM],-0.7,-4%,-1%,5,16%

# Laid out differently: entries from further up
structure	aSyn yeast inh	Abeta yeast res	EPAC1 antag	WRN helicase inh	IL-2 act	EPAC1 ag	PLK1 PBD block	PI5P4K alpha inh	FUS suppressor
CN1CCN(C(=O)NCC23CC4CC(CC(C4)C2)C3)CC1	7%	1%	-4%	-2%	1.5	6%	-2%	1	-13%
CCCCOC(=O)c1ccc(NC(=O)C(=O)NCCN(C)C)cc1	2%	-5%	1%	7%	0.1	-7%	3%	2	9%
CN(C(=O)c1ccccc1)c1ccc(OCC(=O)NC2CCS(=O)(=O)C2)cc1 (stereo not drawn)	-6%	10%	-9%	-12%	0.3	8%	-2%	/	-12%
C=CCN1C(=O)C2C(C(=O)NC)C3(C)C=CC2(O3)C1C(=O)NCc1ccc(OC)cc1 (stereo not drawn)	2%	0%	17%	-3%	-3.8	0%	0%	7	22%
